Assay outcomes: PubChem BioAssay, Sanford-Burnham Center for Chemical Genomics
CCR6 antagonist – CCR6 receptor antagonists, primary screen, cell-based, CHO-K1, luminescence, beta-arrestin, uHTS; C-C chemokine receptor type 6 (Homo sapiens), P51684; CHO-K1 CCR6 PathHunter beta-arrestin, CCL20-stimulated; hit rate 0.49% among 340,000; inhibition, % at 20 µM;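 active = compounds whose inhibition of the agonist-driven luminescence signal at 20 µM reaches about 50%, limit read from the data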;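 also: cells stimulated with CCL20 at 14 nM final; plate controls were DMSO with CCL20 for no effect and DMSO without agonist for full effect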
XBP1 UPR activ – activators of adaptive XBP1 UPR arm, primary screen, cell-based, CHO-XBP1 luciferase reporter, luminescence, uHTS | IRE1-XBP1 UPR activation; percent of tunicamycin response, DMSO as zero | activation, % at 20 µM | hit rate 0.33% among 330,000 | AID 463104, 2010;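 active = versus positive control, 20 µM dose yields 30% or more activation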;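 also: 100% = tunicamycin at 10 µg/mL and 0% = DMSO only wells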
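incubation = overnight seeding at 37 °C, 6 h compound treatment at 37 °C | assay system = CHO-XBP1 cells stably carrying IRE1-XBP1-driven luciferase reporter | input = 1000 cells per well | detection = luciferase luminescence | dosing = single point, 20 µM final compound, 1% DMSO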
CHOP UPR activ – activators of apoptotic CHOP UPR arm, primary screen, cell-based, CHO-CHOP luciferase reporter, luminescence, uHTS; AID 449763, 2010; UPR activation; percent of tunicamycin response over DMSO baseline; activation, % at 10 µM; hit rate 0.34% among 330,000;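 active = at 10 µM dose, activation of 40% or more, normalized to positive control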;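 also: 100% = tunicamycin at 10 µg/mL and 0% = DMSO alone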
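measured by = luciferase luminescence | assay system = CHO-CHOP cells, stable luciferase reporter of PERK-eIF2a-CHOP signalling | amount = 500 reporter cells seeded per well | timing = 6 h compound exposure at 37 °C after overnight seeding | controls = positive tunicamycin 10 µg/mL, negative DMSO alone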
tim23-1 inh – growth inhibitors of tim23-1 mutant yeast, primary screen, luminescence, uHTS; S. cerevisiae tim23-1 growth, BacTiter-Glo luminescence, 24 h; inhibition, % at 20 µM; hit rate 1.3% among 330,000;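 active = growth inhibition of the mutant yeast at or above 50%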;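 also: temperature-sensitive mutant grown at 25 °C; plate controls were DMSO-treated mutant yeast for no effect and medium wells lacking yeast for full effect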
CXCR6 inh – CXCR6 receptor inhibitors, primary screen, cell-based, beta-arrestin, luminescence, CHO-K1 PathHunter, 1536-well | C-X-C chemokine receptor type 6 (Homo sapiens), O00574 | inhibition, % at 20 µM | hit rate 0.36% among 360,000; in the data active = inhibition above about 34%, passing the limit was not always enough;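 also: antagonist mode with CXCL16 agonist at 10 nM final; 0% = 10 nM CXCL16 with DMSO and 100% = unstimulated wells without agonist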
Target sequence (O00574 whole entry, looked up): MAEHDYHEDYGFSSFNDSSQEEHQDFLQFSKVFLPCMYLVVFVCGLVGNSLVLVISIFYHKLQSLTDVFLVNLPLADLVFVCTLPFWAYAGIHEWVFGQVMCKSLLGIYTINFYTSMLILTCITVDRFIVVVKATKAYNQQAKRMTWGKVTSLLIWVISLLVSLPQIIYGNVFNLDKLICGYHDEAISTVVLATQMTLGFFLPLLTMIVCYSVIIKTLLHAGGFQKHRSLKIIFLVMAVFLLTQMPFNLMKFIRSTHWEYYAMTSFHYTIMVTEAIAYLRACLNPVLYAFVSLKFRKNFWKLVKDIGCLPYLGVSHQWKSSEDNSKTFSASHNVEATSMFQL
APJ antag – antagonists of human apelin receptor APJ, primary screen, CHO-K1 cells, beta-arrestin complementation, luminescence | inhibition, % at 20 µM | hit rate 0.32% among 330,000 | AID 2521, 2010 | P35414;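 active = inhibition above about 40% at 20 µM, limit read from the data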;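 also: cells challenged with 10 nM apelin-13 agonist together with compound; plate controls were apelin-13 plus DMSO wells for no effect and DMSO wells lacking apelin-13 for full effect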
Target sequence (P35414 whole entry, looked up): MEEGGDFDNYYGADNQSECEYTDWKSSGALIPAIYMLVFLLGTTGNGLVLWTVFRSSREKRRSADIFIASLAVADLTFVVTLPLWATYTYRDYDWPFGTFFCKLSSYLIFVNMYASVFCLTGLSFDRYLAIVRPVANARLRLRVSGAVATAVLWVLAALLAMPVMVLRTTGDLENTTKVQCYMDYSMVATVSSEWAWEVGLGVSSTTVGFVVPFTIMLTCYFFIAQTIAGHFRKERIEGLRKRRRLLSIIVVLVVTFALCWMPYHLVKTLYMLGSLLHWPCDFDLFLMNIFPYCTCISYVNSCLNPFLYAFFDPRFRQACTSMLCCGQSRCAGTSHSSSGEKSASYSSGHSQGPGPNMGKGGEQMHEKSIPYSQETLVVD
APJ agonist – agonists of human apelin receptor APJ, primary screen, CHO-K1 cells, PathHunter beta-arrestin, luminescence; AID 2520, 2010; hit rate 0.11% among 330,000; 0% DMSO wells, 100% apelin; activation, % at 20 µM;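 active = activation more than six SD over the plate average, tested at 20 µM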;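 also: 0% = DMSO alone and 100% = apelin-13 at 10 nM; some results filed as inactive read as strong as hits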
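assay system = CHO-K1 APJ beta-arrestin complementation cell line | input = cell density 1000 per well | dosing = compound 20 µM once, DMSO 1% | timing = compound 90 min 25 °C, reagent 1 h | measured by = luminescence from split beta-galactosidase complementation, Galacton Star/Emerald II substrate | read-out basis = APJ agonist activity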
EBI2 block – EBI2 receptor antagonists, beta-arrestin recruitment, primary screen, cell-based, luminescence, 7a,25-OHC stimulation, uHTS | inhibition, % at 5 µM | 7a,25-OHC stimulated | G-protein coupled receptor 183 (Homo sapiens), P32249 | hit rate 0.81% among 360,000; in the data active = inhibition above about 38%;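 also: enzyme fragment complementation signal reports receptor beta-arrestin coupling in cells; 0% = agonist plus DMSO wells and 100% = wells without agonist; some results beyond the cut were filed as inactive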
Target sequence (P32249 whole entry, looked up, the tested form may be a part): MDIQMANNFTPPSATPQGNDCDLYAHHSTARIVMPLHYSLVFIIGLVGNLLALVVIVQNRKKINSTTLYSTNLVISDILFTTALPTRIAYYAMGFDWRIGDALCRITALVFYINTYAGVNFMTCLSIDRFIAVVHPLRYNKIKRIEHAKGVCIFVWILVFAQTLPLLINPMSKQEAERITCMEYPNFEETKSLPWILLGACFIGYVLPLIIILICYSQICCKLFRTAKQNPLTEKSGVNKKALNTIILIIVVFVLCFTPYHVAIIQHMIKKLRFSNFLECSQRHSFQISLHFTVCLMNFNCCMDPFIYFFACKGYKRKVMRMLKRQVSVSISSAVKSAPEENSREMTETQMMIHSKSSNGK
Mdm2-MdmX inh – inhibitors of human Mdm2-MdmX association, primary screen, cell-based, luminescence, split luciferase, SaOS-2, uHTS. Protein Mdm4 (Homo sapiens) + E3 ubiquitin-protein ligase Mdm2 (Homo sapiens), …. SaOS-2 split-luciferase Mdm2/MdmX complementation. inhibition, % at 8 µM. hit rate 3% among 330,000. AID 485346, 2010;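 active = inhibition of at least 50% at 8 µM in the primary screen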
Starred values were filed as active, the others as inactive. An excerpt (hit frequency here may not be typical).

SMILES	CCR6 antagonist	XBP1 UPR activ	CHOP UPR activ	tim23-1 inh	CXCR6 inh	APJ antag	APJ agonist	EBI2 block	Mdm2-MdmX inh
COc1ccc(C(=O)Nc2ccc(O)cc2C(=O)O)cc1	22	-1	-0.7	-5	0	-1	-3	-10	-19
O=C(COC(=O)[C@H](Cc1c[nH]c2ccccc12)NC(=O)c1ccc(Cl)cc1)Nc1ccc2c(c1)OCO2	-28	7	4.0	13	-27	-5	1	-3	-9
C[C@@H]1NC(=O)c2cc([N+](=O)[O-])cc(F)c2NCCC[C@@H](C(N)=O)NC(=O)[C@H](CC(N)=O)NC1=O	2	-3	-0.2	3	11	10	-2	-4	12
CCn1c(C)nc2cc(C(=O)N/N=C(\C)c3ccccc3O)ccc21	11	1	0.8	40	-2	-9	1	-2	-26
CCN(CC)C(=O)CN(C#N)c1nc(Cl)nc(N(C)C)n1	3	1	-2.2	14	4	-29	-3	-1	3
C/C(=C\c1ccc(N)cc1)c1nc2ccccc2[nH]1	2	1	6.2	1	3	14	0	0	-64
CC(Sc1nc2ccccc2c(=O)n1Cc1ccco1)C(=O)c1ccccc1 (configuration not stated)	15	4	-0.9	21	11	6	-1	-2	6
Cc1ccc2[nH]c(C)c(CCNC(=O)c3cc4cc([N+](=O)[O-])ccc4oc3=O)c2c1	24	4	-2.6	19	13	10	1	2	28
O=C(c1ccc(CNS(=O)(=O)c2ccccc2)cc1)N1CCN(c2ccccn2)CC1	7	-2	-1.1	17	-12	-13	2	12	-7
Cc1cccc(C)c1N=Cc1c(O)n(-c2nccs2)c(=O)c2ccccc12	10	1	2.6	48	5	-4	-2	-32	21
O=C(/C=C/c1ccc(F)cc1)NC(=S)Nc1ccccc1C(=O)NC1CCCCC1	26	-4	1.6	12	22	-1	-1	5	-27
COC(=O)COc1ccc(NC(=O)C(c2ccccc2)c2ccccc2)cc1	-20	-3	-1.2	6	3	-42	2	0	-2
C=CCNCCCOc1ccc(Cl)cc1Br	3	-2	1.0	2	-3	-3	0	-7	29
CN1C(=O)CC(N2CCN(CC(=O)N3CCCC3)CC2)C1=O (configuration not stated)	-3	-1	-0.4	-2	1	16	0	-4	25
CCOc1ccc(NC(=O)Cn2nnc(C(=O)NCc3ccc(OC)cc3)c2N)cc1	-15	1	2.0	16	-2	8	7	1	17
O=C(/C=C/c1cccs1)c1cc(Cl)ccc1OC(=O)N1CCOCC1	17	-2	2.7	46	16	14	-2	5	29
O=C(O)CCC(=O)Nc1ccccc1C(=O)N1CCN(c2ccc(Cl)cc2)CC1	-3	-1	-0.3	-1	0	18	-5	-2	15
CCCCN(CCCC)CC1OCc2ccccc2CO1	5	1	1.3	15	0	4	4	6	-4
CC(C)CN(C(=O)c1cc([N+](=O)[O-])cc([N+](=O)[O-])c1)C1CCS(=O)(=O)C1 (configuration not stated)	-2	1	-0.7	10	-16	-64	24	-7	5
CCOP(=O)(NC(c1ccccc1)c1nc2ccccc2[nH]c1=O)OCC (configuration not stated)	17	-3	4.7	8	0	14	-3	-7	5
COC(=O)c1cn(CC(=O)NCc2ccco2)c2ccccc12	-3	-1	2.5	41	-10	7	2	3	26
C=CCN(c1ccccc1Cl)S(=O)(=O)c1cccc(C(=O)OCC(=O)N(C)C2CCS(=O)(=O)C2)c1 (configuration not stated)	8	-3	-0.7	-5	14	2	-3	-6	-9
CC1(C)CC(=O)c2c(nn(-c3ccccc3)c2-c2ccncc2)C1	-9	-2	1.3	29	-1	1	-5	-2	-16
COc1cccc(CNc2ncn[nH]2)c1OCc1ccc(F)cc1	-9	-3	-0.6	4	-3	4	-3	5	0
CC(C)=CCc1c([C@@H]2CCc3ccc(O)cc3O2)cc2c(c1O)OC(C)(C)C=C2	-1	-2	0.1	30	-5	-51	-3	10	14
(more compounds)
SMILES	CCR6 antagonist	XBP1 UPR activ	CHOP UPR activ	tim23-1 inh	CXCR6 inh	APJ antag	APJ agonist	EBI2 block	Mdm2-MdmX inh
COc1ccc(CCNC(=O)COc2ccc3c(c2)OCO3)cc1	10	-2	0.7	33	0	16	-3	1	5
Cn1c(SCC(=O)N2CCCC2)nc2ccccc21	-7	1	1.8	-6	-5	-2	-2	8	10
COc1ccc(NC(=O)CN(C)C(=O)c2ccc(-c3ccccc3Cl)o2)cc1	8	4	1.9	16	3	26	5	-16	9
O=C(CN1CC(c2ccccc2)CC1=O)OCc1ccccc1F (configuration not stated)	3	3	5.9	44	-1	4	-1	7	7
O=C(Cc1coc(-c2ccc(F)cc2)n1)N1CCOCC1	-30	2	-3.3	-1	-10	5	-3	-4	19
O=C(Nc1cccc(Cl)c1)C1C2C=CC3(O2)C1C(=O)N(CCCN1CCCCC1)C3C(=O)NC1CCCCC1 (configuration not stated)	9	-2	1.5	-5	-14	9	-1	-3	19
CCOC(=O)C1CCN(C(=O)c2ccc(OCC)c(OCC)c2)CC1	4	-3	0.3	15	0	3	-5	-1	0
COc1ccc(-c2cc(-c3n[nH]c(=S)n3-c3cccc4ccccc34)[nH]n2)cc1	5	-3	-1.0	8	-4	-17	2	1	-12
COc1cc(Nc2nc(-c3ccccc3)c3cc(C)ccc3n2)cc(OC)c1OC	-4	4	3.9	-9	-2	4	-2	18	56*
O=C1CCCC2=C1C(c1ccccn1)Nc1ccc(C(=O)c3ccccc3)cc1N2 (configuration not stated)	0	1	3.5	-7	0	5	-4	0	29
Cc1ccc(C(=O)NC(=S)Nc2ccc(N3CCN(C(=O)c4ccco4)CC3)cc2)cc1	23	-3	5.8	7	2	2	5	15	15
CCN(C[C@H]1N[C@@](CC)(C(=O)OC)[C@H]2C(=O)N(Cc3ccccc3)C(=O)[C@@H]12)C(=O)C1CCCCC1	1	-3	0.9	8	-1	13	-1	-2	-9
CC1c2nc3ccccc3n2C(CC(=O)NC2CC2)C(=O)N1Cc1ccccc1 (configuration not stated)	13	-2	0.3	4	-7	15	-4	2	-1
COc1cccc(-n2c(Cc3cc(=O)[nH]c(=O)[nH]3)nnc2SCC(=O)N2CCCCCC2)c1	-1	0	-1.7	7	-2	11	-2	-6	-19
CCN1CC=C2C(C#N)=C(N)C(C#N)(C#N)[C@H](c3cccc(OC)c3OC)[C@H]2C1	2	3	3.5	-8	-5	-11	-1	-10	38
COc1ccc(C2N(c3cc(Cl)ccc3OC)C(=O)C3CCCN32)cc1 (configuration not stated)	-2	0	1.2	20	-6	29	-3	-2	1
O=C(NCC(O)c1ccccc1)c1cccs1 (configuration not stated)	0	-4	2.7	9	5	-6	-2	-7	1
Cc1onc(C(=O)NC(C)c2ccccc2)c1[N+](=O)[O-] (configuration not stated)	-10	1	0.1	1	-2	14	0	0	3
COCCN(C(=S)Nc1ccc(Cl)cc1OC)C1CCN(C(C)=O)CC1	12	-2	0.5	18	5	4	-1	-18	5
CC1CN(CC(=O)Nc2ccccc2Sc2ccccc2)CC(C)O1 (configuration not stated)	14	-2	0.6	6	-14	1	1	-4	-8
CCn1ncc(C(=O)Nc2ccc(F)cc2)c1C	-6	2	4.1	2	8	-1	2	-3	-19
O=C1NC(=Nc2ccccc2)c2ccc([N+](=O)[O-])cc21	15	0	1.5	0	-6	-39	-1	-17	-12
COc1ccc(/C=C(/NC(=O)c2ccccc2)C(=O)N/N=C/c2ccncc2)c(OC)c1	13	-3	1.7	10	-8	2	3	-1	-4
Cc1ccc2oc(-c3cccc(NC(=O)C4CCCO4)c3)nc2c1 (configuration not stated)	3	3	1.3	36	-4	20	2	0	-58
O=c1nc(-c2ccccc2)cc(-c2ccccc2)[nH]1	5	2	-0.3	8	-4	3	-2	-10	10

An excerpt of these results, with values under each structure:
Below each SMILES – CCR6 antagonist	XBP1 UPR activ	CHOP UPR activ	tim23-1 inh	CXCR6 inh	APJ antag	APJ agonist	EBI2 block	Mdm2-MdmX inh
- CCN(C[C@H]1N[C@@](CC)(C(=O)OC)[C@H]2C(=O)N(Cc3ccccc3)C(=O)[C@@H]12)C(=O)C1CCCCC1
 : 1	-3	0.9	8	-1	13	-1	-2	-9
- CC1c2nc3ccccc3n2C(CC(=O)NC2CC2)C(=O)N1Cc1ccccc1 (configuration not stated)
 : 13	-2	0.3	4	-7	15	-4	2	-1

Next part.
SMILES	CCR6 antagonist	XBP1 UPR activ	CHOP UPR activ	tim23-1 inh	CXCR6 inh	APJ antag	APJ agonist	EBI2 block	Mdm2-MdmX inh
Cc1ccc(CC(=O)Nc2cccc([N+](=O)[O-])c2)cc1	7	-3	-1.1	30	5	25	-2	-1	-2
COc1ccc(C(=O)COc2ccc(F)cc2)c(O)c1	14	2	2.4	10	-8	8	-7	39	-106
Cc1cccc(-n2cc(-c3ccc([N+](=O)[O-])cc3)[nH]c2=S)c1	-6	1	5.2	-12	8	-14	1	-4	-62
CCC(OC(=O)c1nsc(Cl)c1Cl)C(=O)NCc1ccco1 (configuration not stated)	8	0	2.0	22	0	5	-2	4	0
Nc1n[nH]c(S(=O)(=O)CCCc2ccccc2)n1	-5	-6	-0.8	-7	4	-16	0	5	10
Cc1ccc(C)c(NC(=O)CCN2CCN(C)CC2)c1	-5	-3	1.5	0	-22	-8	-1	-5	9
COc1ccc(/C(N)=N/OC(=O)Cc2cccs2)cc1OC	-7	3	3.6	-5	1	7	0	-1	-9
CC(C)(C)C(=O)Nc1nnc(CSCc2ccccc2F)s1	3	-4	-4.3	12	-10	4	-2	-12	-14
O=C(NCC(c1ccco1)N1CCN(c2ccccc2F)CC1)c1ccc2c(c1)OCO2 (configuration not stated)	5	-3	-0.2	27	-4	-26	6	3	28
COc1ccccc1NC(=O)C(=O)Nc1ccc2c(c1)N(C(=O)C1CC1)CCC2	0	6	4.5	15	8	-17	16	4	29
COc1ccc(CNC(=O)C2CC(c3cc(C(F)(F)F)cc(C(F)(F)F)c3)=NO2)cc1 (configuration not stated)	3	3	-0.5	16	-1	-1	5	5	43
COc1ccc(OC)c(N2C(=O)C(Cl)=C(N3CCCCC3)C2=O)c1	16	-2	0.5	31	-6	-6	-3	-9	3
Cc1cc(C)c(S(=O)(=O)N2CCN(C(=O)c3ccc4c(c3)OCO4)CC2)c(C)c1	9	-8	0.9	37	-2	6	2	42	15
Cc1nn(-c2ccccc2)c(C)c1/C=N/NC(=O)c1cccs1	9	9	3.8	15	3	11	2	-22	-18
CCc1c(C)sc(NC(=O)c2ccccc2[N+](=O)[O-])c1C(N)=O	23	1	1.1	3	11	15	-4	-3	0
COc1ccc(CNC(=O)CN(Cc2ccc(Cl)cc2)S(C)(=O)=O)cc1	8	-1	-4.3	15	4	16	-2	24	13
